Screening data: PubChem BioAssay, several laboratories
KCNQ1 inh: blocks the human KCNQ1 potassium channel. CHO-K1 KCNQ1, FluxOR thallium flux fluorescence; active compounds read high. 310,000 compounds, 1.3% hits. P51787. B-score at 10 µM;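 active = compounds whose thallium flux B-score, printed positive for inhibition, exceeds three library SD while starting fluorescence stays within three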;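 also: channel opened by potassium depolarization with thallium stimulus after 20 min compound exposure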
Target sequence (P51787 whole entry, looked up): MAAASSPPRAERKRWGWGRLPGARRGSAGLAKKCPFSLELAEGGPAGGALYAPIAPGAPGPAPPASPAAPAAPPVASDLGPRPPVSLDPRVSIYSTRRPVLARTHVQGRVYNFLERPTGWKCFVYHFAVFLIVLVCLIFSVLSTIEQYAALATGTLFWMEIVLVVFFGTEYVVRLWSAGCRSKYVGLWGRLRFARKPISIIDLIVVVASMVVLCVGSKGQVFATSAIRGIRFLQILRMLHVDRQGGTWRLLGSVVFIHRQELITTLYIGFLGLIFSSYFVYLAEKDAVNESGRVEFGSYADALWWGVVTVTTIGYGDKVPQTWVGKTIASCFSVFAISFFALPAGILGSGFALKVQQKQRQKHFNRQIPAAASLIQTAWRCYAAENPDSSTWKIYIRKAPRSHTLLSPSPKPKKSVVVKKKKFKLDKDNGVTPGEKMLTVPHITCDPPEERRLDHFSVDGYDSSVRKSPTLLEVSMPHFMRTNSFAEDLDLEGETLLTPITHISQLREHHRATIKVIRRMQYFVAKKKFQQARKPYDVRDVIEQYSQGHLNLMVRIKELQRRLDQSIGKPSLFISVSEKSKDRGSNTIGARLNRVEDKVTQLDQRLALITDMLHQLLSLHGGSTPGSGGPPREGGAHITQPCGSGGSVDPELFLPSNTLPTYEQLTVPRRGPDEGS
DYRK1A inh: blocks rat Dyrk1A kinase activity | ADP-Glo luminescence, NFATc1 peptide | inhibition, % at 12.5 µM | 310,000 compounds, 0.43% hits; in the data active = inhibition above about 50%;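 also: plate controls were vehicle with enzyme for no effect and no enzyme for full effect; many of its hits are not listed in these tables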
HDAC3 inh: human HDAC3 inhibition; recombinant HDAC3, fluorogenic peptide/trypsin coupled, fluorescence; inhibition, % at 8.3 µM; 320,000 compounds, 0.15% hits; in the data active = inhibition above about 26%, passing the limit was not always enough; inconclusive = no clear call, values can overlap the other calls
KCNK9 inh: inhibitors of human KCNK9 two-pore domain potassium channel | Q9NPC2 | HEK293 KCNK9, FluxOR thallium flux fluorescence; active compounds read low | B-score at 10 µM | 310,000 compounds, 1.2% hits | AID 488922;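 active = ratio B-score over 3 SD below the library mean, with starting fluorescence within 5 SD of its mean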;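 also: negative B-score means less thallium flux so channel inhibition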
Target sequence (Q9NPC2 whole entry, looked up, the tested form may be a part): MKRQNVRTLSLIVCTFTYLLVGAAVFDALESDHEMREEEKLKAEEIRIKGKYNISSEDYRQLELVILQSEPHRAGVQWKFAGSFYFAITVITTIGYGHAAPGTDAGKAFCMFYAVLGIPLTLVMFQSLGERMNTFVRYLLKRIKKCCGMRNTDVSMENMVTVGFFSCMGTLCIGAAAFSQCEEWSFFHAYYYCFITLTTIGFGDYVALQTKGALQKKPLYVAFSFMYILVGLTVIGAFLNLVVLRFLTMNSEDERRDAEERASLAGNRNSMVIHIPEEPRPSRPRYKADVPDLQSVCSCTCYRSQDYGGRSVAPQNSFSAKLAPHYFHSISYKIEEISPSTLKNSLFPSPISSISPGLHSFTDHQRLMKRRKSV
TRPC4 PAM: TRPC4 (mouse) allosteric potentiation. Q9QUQ5. HEK293 TRPC4beta/mu-opioid, DAMGO EC20, Fluo-4 Ca2+ flux; active compounds read high. B-score at 10 µM. 310,000 compounds, 0.42% hits;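 active = B-score of calcium response area above 5 SD of library B-scores, with initial fluorescence ratio within 5 SD of library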;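 also: B-score of integrated fluorescence ratio over time as area under calcium response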
TMEM16A inh: blocks the mouse calcium-activated chloride channel TMEM16A; AID 588511; normalized B-score (activity score, 25-100; higher = stronger inhibition) at 10 µM; HEK293 TMEM16A/YFP iodide influx fluorescence, ionomycin; 310,000 compounds, 1.2% hits; Q8BHY3;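 active = ratio plate-corrected score three or more library SD toward inhibition, starting fluorescence score within five deviations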;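 also: score derived from kinetic fluorescence span divided by baseline fluorescence per well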
KCNK3 block: human KCNK3 channel inhibition, primary screen; O14649; CHO-KCNK3 thallium flux, FluxOR fluorescence; active compounds read low; B-score at 10 µM; 340,000 compounds, 0.84% hits;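 active = B-score under library mean minus 4 SD, starting fluorescence ratio at most library mean plus 5 SD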;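 also: more negative B-score means stronger inhibition of thallium flux through KCNK3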
KCNQ1 act: potentiates or activates the human KCNQ1 potassium channel; B-score at 10 µM; P51787; AID 2648; 310,000 compounds, 0.35% hits; CHO-K1 KCNQ1, thallium flux FluxOR fluorescence; active compounds read high;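 active = fluorescence ratio B-score, a plate-corrected score, at least three library SD, with initial intensity B-score within 5 SD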
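assay system = CHO-K1 cells stably expressing KCNQ1 | medium = assay buffer, equal DMSO in all wells | timing = 37 °C overnight plating, 90-min dark dye load, 20-min compound pretreatment | measured by = kinetic FluxOR thallium fluorescence, 10-s 1-Hz baseline, 110-s post-stimulus read | measure = fluorescence change relative to baseline, converted to B score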
TMEM16A act: activates or potentiates the mouse TMEM16A chloride channel. Q8BHY3. HEK293 TMEM16A/YFP-H148Q/I152L, iodide quench fluorescence; active compounds read low. B-score at 10 µM. 340,000 compounds, 0.3% hits. AID 623877;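 active = fluorescence-ratio B-score plate-corrected deviation score at least 3 library SD below zero, with starting fluorescence score within 5 deviations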;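 also: channel opened by trigger with iodide after compound preincubation; score built on the fluorescence ratio of max minus min over baseline; more negative score means more quench and so TMEM16A activation or potentiation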
hERG protect: compounds protecting human hERG from proarrhythmic drug block. Q12809. CHO-hERG, FluxOR thallium flux, dofetilide IC70 present. activation (rescue from dofetilide block), less the hit threshold, % at 10 µM. 310,000 compounds, 0.51% hits;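 active = activation above the mean of controls blocked by dofetilide plus 5 SD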;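 also: thallium influx through hERG after potassium depolarization seen as dye fluorescence rise; in these data hits start at about 4.7%; inactives centre near -7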
TRPC4 agonist: opens the mouse TRPC4 cation channel | AID 2237 | B-score at 10 µM | HEK293 TRPC4beta/mu-opioid, Fluo4 calcium fluorescence; active compounds read high | 310,000 compounds, 0.49% hits;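 active = B-score above 5 SD of library B-scores, and initial fluorescence ratio not above library mean plus 5 SD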;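 also: positive B-score marks a calcium rise read as TRPC4 activation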
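Technique: kinetic Fluo4 calcium fluorescence; Test system: TRPC4beta and mu-opioid receptor HEK293 stable cells; Measure: B-scored integrated calcium fluorescence ratio; Benchmarks: low control buffer alone, high control maximal DAMGO; Schedule: 45 min room-temperature Fluo4 loading, 110 s read.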
The depositor's hits bear a star; i = inactive; ? = inconclusive; . = not tested or not shown. Some of the compounds tested. The share of hits here may be higher or lower than overall.

Each structure is followed by: KCNQ1 inh, DYRK1A inh, HDAC3 inh, KCNK9 inh, TRPC4 PAM, TMEM16A inh, KCNK3 block, KCNQ1 act, TMEM16A act, hERG protect, TRPC4 agonist
Cc1nnc(N/N=C/C(C)c2ccccc2)[nH]c1=O (stereo not given)
  i, -10, 1, i, i, i, i, i, i, -10, i
CC(C)C(NC(=O)c1ccco1)C(=O)NCC(c1ccco1)N1CCCCC1 (stereo not given)
  i, 3, 5, i, i, i, i, i, i, -4, i
CS(=O)(=O)N1N=C(c2cccs2)CC1c1ccccc1 (stereo not given)
  i, 6, 3, i, i, i, i, i, i, -13, i
CCCOc1ccc(C2C(C(=O)/C=C/c3ccco3)=C(O)C(=O)N2CCN2CCOCC2)cc1OC (stereo not given)
  i, ., 0, i, i, i, i, i, i, -5, i
O=C(Nc1cccc(F)c1)NC1(C(=O)N2CCOCC2)CCCCC1
  i, -8, -6, i, i, i, i, i, i, -10, i
CC1(C(=O)NCCc2c[nH]c3ccccc23)C=CC2(CCCCC2)N1C(=O)c1ccccc1 (stereo not given)
  i, 4, 2, i, i, i, i, i, i, -12, i
CN(Cc1cccc2ccccc12)C(=O)c1cc(COc2c(F)cccc2F)on1
  i, -5, 1, i, i, i, i, i, i, -3, i
CCOC(=O)c1cc(S(=O)(=O)NCc2ccco2)cn1C
  i, 4, 0, i, i, i, i, i, i, -5, i
O=C(CCn1cccc1)Nc1ccc(F)cc1
  i, -1, 1, i, i, i, i, i, i, -11, i
O=C(O)C1=C[C@@H](c2ccc(Br)cc2)C[C@@H](OCc2ccc(CO)cc2)O1
  i, 6, -1, i, i, i, i, i, i, -9, i
O=C(CSc1nc2ncc(Br)cc2[nH]1)Nc1ccc2c(c1)OCO2
  i, 15, -3, i, i, i, i, i, i, -9, i
Cc1cccc(Cl)c1NC(=S)N1CCN(c2ccc([N+](=O)[O-])cn2)CC1
  i, 0, -4, i, i, i, i, i, i, -5, i
CCCCC1C(=O)CC[C@H]2[C@@H]1CC(=O)[C@@H]2C/C=C\CCCC(=O)O (stereo not given in full)
  i, -1, 11, i, i, i, i, i, i, -5, i
Cc1ccc2occ(C3NC(C(=O)O)CS3)c(=O)c2c1 (stereo not given)
  i, -6, -2, i, i, i, i, i, i, -6, i
CC(CCCC(C)(C)O)NCc1cn[nH]c1-c1ccc2c(c1)OCO2 (stereo not given)
  i, 0, 3, i, i, i, i, i, i, -12, i
CCOC(=O)CC(=O)Nc1nc2ccccc2s1
  i, 7, 2, i, i, i, i, i, i, -6, i
CC(C)C(=O)NCCSc1c[nH]c2ccccc12
  i, -3, 2, i, i, i, i, i, i, -9, i
Cc1cc([N+](=O)[O-])nn1CC(=O)N1N=C(C(F)F)CC1(O)C(F)F (stereo not given)
  i, -1, -2, i, i, i, i, i, i, 1, i
O=C(NCCCO)C(=O)NCC1OCCCN1S(=O)(=O)c1cccs1 (stereo not given)
  i, 1, -2, i, i, i, i, i, i, -6, i
CCOC(=O)c1c(-c2ccccc2Cl)cn2ccccc12
  i, 22, -29, i, i, i, i, i, i, -16, i
CCCCNCc1cc(Cl)c(OCCC)c(OCC)c1
  i, 1, -8, i, i, i, i, i, i, -3, i
Cn1c(SCC(=O)N2CCCc3ccccc32)nnc1-c1c[nH]c2ccccc12
  i, -7, -6, i, i, i, i, i, i, -8, i
CCN(CC)c1ccc(NC(=O)CCCCCN2C(=O)c3ccccc3C2=O)cc1
  i, 1, 7, i, i, 25*, i, i, i, -10, i
O=C(COC(=O)c1ccc(S(=O)(=O)N2CCCC2)cc1)NCc1ccc(F)cc1
  i, 4, ?, i, i, i, i, i, i, -4, i
CCSCC1COC(c2cccn2Cc2ccc(C)cc2)=N1 (stereo not given)
  i, -2, 1, i, i, i, i, i, i, -14, i
CCOC(=O)Cc1csc(NC(=O)c2ccc(F)cc2)n1
  i, ., 1, i, i, i, i, i, i, -6, i
CC(C)c1ccc(/C=N/NC(=O)CCNC(=O)c2ccccc2)cc1
  i, 6, 1, i, i, i, i, i, i, -12, i
COc1ccc(C2CC(c3ccc(Cl)cc3Cl)Nc3nc(N)nn32)cc1 (stereo not given)
  i, 1, 2, i, i, i, i, i, i, -3, i
CC1CC(C)(C)NC(=S)N1CC(=O)NCc1ccc(Cl)cc1 (stereo not given)
  i, -3, -1, i, i, i, i, i, i, -9, i
Cc1ccc(CNC(=O)C2CC(c3ccccc3C(F)(F)F)=NO2)cc1 (stereo not given)
  i, 1, -3, i, i, i, i, i, i, -13, i
O=C(Cc1cccs1)Nc1ccc(S(=O)(=O)N2CCCCC2)cc1
  ., -7, -9, ., ., i, i, ., i, ., .
CCN(CC)C(=S)NC(=O)c1cccnc1
  i, -1, -3, i, i, i, i, i, i, -10, i
COc1ccc(NC(=O)CSc2cn[nH]n2)c(OC)c1
  i, 1, 4, i, i, i, i, i, i, -9, i
C=CCNc1nc(C(=O)OCC(=O)c2ccc(Cl)cc2)cs1
  i, -6, 2, i, i, i, i, i, i, -9, i
CCn1c(CSc2nc3ccccc3s2)nnc1SCC(N)=O
  i, 6, -2, i, i, i, i, i, i, -9, i
COc1ccc(NC(=O)Cc2ccc(C)c(C)c2)cc1Cl
  i, -5, 5, i, i, i, i, i, i, -3, i
CC(C)CC(=O)C1CCCN(C(=O)c2ccc3oc(Cc4ccccc4)nc3c2)C1 (stereo not given)
  i, -4, 7, i, i, i, i, i, i, -6, i
O=C(NNC(=O)c1cc(-c2ccccc2Cl)nc2ccccc12)c1csc(N2CCOCC2)n1
  i, 7, 3, i, i, i, i, i, i, -15, i
CC1(CC(=O)Nc2ccccc2)NC(=S)N(c2ccccc2)N1 (stereo not given)
  i, -10, ., i, i, i, i, i, i, -1, i
CN(CC(=O)Nc1cccc(F)c1)C(=O)c1ccc(-c2ccc(Cl)cc2)o1
  i, 5, -3, i, i, i, i, i, i, -18, i
COC(=O)c1cccnc1-n1c(=O)c2cccnc2n(Cc2ccc(Cl)cc2)c1=O
  i, -3, -1, i, i, i, i, i, i, -14, i
COc1ccc(NC(=O)c2ccccc2-c2ccccc2)c(C)c1
  i, 2, 0, i, i, i, i, i, i, -23, i
O=C(c1ccc(Cl)cc1)c1ccc(OCC(O)CN2CCOCC2)cc1 (stereo not given)
  i, 1, 5, i, i, i, i, i, i, -9, i
CCN1C(=O)CSc2ccc(C(=O)NCc3ccccc3)cc21
  i, -5, 1, i, i, i, i, i, i, -5, i
C/C(=N/NC(=O)c1cccc(Br)c1)C1CC2CCC1C2 (stereo not given)
  i, 6, 1, i, i, i, i, i, i, 1, i
C/C(Cl)=C\C[N+](C)(C)CC(=O)OCCc1ccccc1
  i, ., 1, i, i, i, i, i, i, -4, i
Nc1ccc(C2(c3ccc(N)cc3)c3ccccc3C(=O)c3ccccc32)cc1
  i, -7, -8, i, i, i, i, i, i, -1, i
CC(Nc1ncnc2sccc12)c1ccccc1 (stereo not given)
  i, -1, 6, i, i, i, i, i, i, -10, i
O=C1C(=C(O)c2ccccc2)C(=O)c2ccccc21
  i, 3, 6, i, i, i, i, i, i, -7, i
N#Cc1cccc(NC(=O)N2CCC(c3nc4c(nnn4Cc4cccc(Cl)c4)c(=O)[nH]3)CC2)c1
  i, 1, -2, i, i, i, i, i, i, -12, i
Clc1ccc(-c2noc(CN3CCCC3)n2)cc1
  i, 0, 2, i, i, i, i, i, i, -6, i
CCCc1cc(=O)oc2c3c(cc(OCC(=O)N[C@@H](CSC)C(=O)O)c12)OC(C)(C)CC3
  i, 0, -75, i, i, i, i, i, i, -2, i
CCOC(=O)/C=C1\CN(C(C)c2ccccc2)S(=O)(=O)c2ccccc21 (stereo not given)
  i, 12, 5, i, i, i, i, i, i, -11, i
C=CCSc1nnc(-c2sc(-c3ccccc3)nc2C)n1C
  i, 0, -49, i, i, i, i, i, i, -11, i
CN(C)C(=O)CSCc1c(Cl)cccc1Cl
  i, -7, ., i, i, i, i, i, i, -2, i
CC(C)=CCCC(C)N(C=O)C(C)CCC=C(C)C (stereo not given)
  i, -9, 3, i, i, i, i, i, i, 0, i
Cc1ccccc1-c1nnc(SCC(=O)NCc2ccc3c(c2)OCO3)n1C
  i, 1, 2, i, i, i, i, i, i, -6, i
CCOC(=O)C1(Cc2ccccc2C(F)(F)F)CCN(CCCn2cccn2)CC1
  i, 11, 1, i, i, i, i, i, -6.6*, -25, i
Cc1ccc(Cn2c(SCC(C)C)nc3c2c(=O)[nH]c(=O)n3C)cc1
  i, 0, -3, i, i, i, i, i, i, -7, i
CCOc1ccc(Nc2cc(C)nc3ccc(C)cc23)cc1
  i, -4, -8, i, i, i, i, i, i, -14, i

Next records:
Each structure is followed by: KCNQ1 inh, DYRK1A inh, HDAC3 inh, KCNK9 inh, TRPC4 PAM, TMEM16A inh, KCNK3 block, KCNQ1 act, TMEM16A act, hERG protect, TRPC4 agonist
CC(C)(C)NS(=O)(=O)c1ccc(NC(=O)c2cc(-c3ccccc3)nc3ccccc23)cc1
  i, -8, 1, i, i, i, i, i, i, -6, i
COc1ccccc1CNC(=O)CCC1N=C2c3ccccc3N=C(SCC(=O)NCC3CCCO3)N2C1=O (stereo not given)
  i, 6, -2, i, i, i, i, i, i, -8, i
CC(=O)Nc1ccc(OCCOc2ccc([N+](=O)[O-])cc2)cc1
  i, 1, 2, i, i, i, i, i, i, -4, i
CCCCNS(=O)(=O)c1cc2c3c(c1)CCN3C(=O)CC2
  i, 1, -5, i, i, i, i, i, i, -8, i
O=C(Nc1cccc(OCC(=O)N2CCOCC2)c1)c1cccc(Cl)c1
  i, -1, 1, i, i, i, i, i, i, -7, i
c1ccc(CN2CCN(CCCNc3ccc4nnc(-c5ccccc5)n4n3)CC2)cc1
  i, 49, 5, i, i, i, i, i, i, -16, i
CC(=O)c1ccc(NC(=O)/C=C/c2ccc(C)cc2)cc1
  i, 4, 1, i, i, i, i, i, i, -10, i
COc1ccc(CCNC(=O)C(=O)NCc2ccccn2)cc1
  i, -9, -1, i, i, i, i, i, i, -12, i
N#Cc1ccc(COC(=O)c2ccc3c(c2)OCO3)cc1
  i, -1, 13, i, i, i, i, i, i, -2, i
COc1cc(NC(=O)COC(C)=O)cc(OC)c1OC
  i, ., 1, i, i, i, i, i, i, -7, i
